Screening data as filed in PubChem.
AMA1-RON2 inh: inhibitors of Plasmodium falciparum AMA1-RON2 interaction | AlphaScreen AMA1-biotinylated RON2 peptide binding | Potency, µM (top dose mostly 58.2 µM), inactives show at the highest dose activity change, negative = inhibition, usual class: inhibitors | actives 0.2% (n = 360,000) | AID 720542;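 note: potency is the fitted concentration of half-maximal effect; 0% = vehicle wells and -100% = peptide control; nearly all actives have a fitted effect of over 45% in size; some results filed as inactive show a strong effect at the top dose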
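AMA1 (3D7) with his tag at 25 nM final met compounds first, then biotinylated RON2 peptide at 25 nM; detection used donor plus acceptor beads, 10 µg/mL apiece, read by AlphaScreen after 30 min at room temperature.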
Tb PYK inh: inhibitors of Trypanosoma brucei pyruvate kinase; TbPYK enzyme, Kinase-Glo Plus ATP luminescence, 45 min; Potency, µM (series often up to 76.8 µM), without a hit: at the highest dose activity, negative = inhibition, usual class: inhibitors; actives 0.12% (n = 410,000); note: potency is the fitted concentration of half-maximal effect; % is set by controls: 0 for no effect and ±100 for the full control effect; nearly all actives have a fitted effect of over 50% in size
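Screened from lowest to highest concentration, compounds were pinned into TbPYK/substrate mixtures, and ADP (130 uM final) was added. Plates sat at room temperature for 45 min prior to Kinase-Glo Plus detection by luminescence.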
LmPK inhibitor: LmPK (Leishmania mexicana) enzyme inhibition; actives 0.37% (n = 290,000); purified LmPK, Kinase-Glo ATP luminescence, 1 h; Potency, µM (top dose mostly 57.5 µM), for the others: top-dose activity change, negative = inhibition, usual class: inhibitors; Q27686; note: potency is the fitted concentration of half-maximal effect; % is set by controls: 0 for no effect and ±100 for the full control effect
Target sequence (Q27686 whole entry, looked up): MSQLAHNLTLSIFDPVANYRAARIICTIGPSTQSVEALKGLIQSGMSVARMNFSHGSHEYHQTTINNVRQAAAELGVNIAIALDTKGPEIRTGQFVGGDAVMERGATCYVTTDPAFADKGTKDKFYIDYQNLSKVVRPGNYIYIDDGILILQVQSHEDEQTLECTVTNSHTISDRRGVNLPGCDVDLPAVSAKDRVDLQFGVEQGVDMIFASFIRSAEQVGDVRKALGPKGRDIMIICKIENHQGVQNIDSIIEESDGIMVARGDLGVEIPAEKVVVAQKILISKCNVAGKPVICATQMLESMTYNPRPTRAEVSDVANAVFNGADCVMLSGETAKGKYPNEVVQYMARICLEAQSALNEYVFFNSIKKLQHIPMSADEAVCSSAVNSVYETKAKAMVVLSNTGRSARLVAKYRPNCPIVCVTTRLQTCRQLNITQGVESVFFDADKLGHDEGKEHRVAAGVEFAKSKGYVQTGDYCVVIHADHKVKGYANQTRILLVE
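ATP generated from ADP (0.1 mM) and PEP (0.5 mM) by 0.1 nM LmPK over 1 h at room temperature (pH 7.2 imidazole buffer) was detected by coupled luciferase luminescence. Values were normalized to uninhibited and no-enzyme wells.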
Pf growth 96h: P. falciparum growth inhibition at 96 hours. P. falciparum luciferase reporter growth, 96 h. actives 6.9% (n = 320,000). Potency, µM (top dose mostly 28.7 µM), for inactives: at the top dose activity change, negative = inhibition, usual class: inhibitors; note: potency is the fitted concentration of half-maximal effect; % is set by controls: 0 for no effect and ±100 for the full control effect
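Erythrocytes infected with luciferase-expressing P. falciparum were dispensed at 2% hematocrit and 0.05% parasitemia (final), then incubated with compounds 96 hours at 37 C in 5% CO2. Luminescence after detection reagent addition reported growth.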
CHX counter: counter-screen for Shiga toxin inhibitors: cycloheximide protein synthesis inhibition; cell reporter, cycloheximide protein synthesis inhibition counterscreen; max response, %; actives 12% (n = 300,000); AID 2314; in the data active = max response mostly above about 13%, no sharp cut-off; inactive = mostly below about 14%; note: read at 38.3 µM for the half of the compounds with a filed dose; 0% is about no effect
Pf growth 48h: P. falciparum growth inhibition at 48 hours (one generation); P. falciparum luciferase growth in erythrocytes, 48 h; Potency, µM (highest dose often 28.7 µM), for the others: at the highest dose activity change, negative = inhibition, most hits filed as inhibitors; actives 5.9% (n = 310,000); note: potency is the fitted concentration of half-maximal effect; % is set by controls: 0 for no effect and ±100 for the full control effect
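Luciferase-expressing P. falciparum in infected erythrocytes (2% hematocrit, 0.1% parasitemia final) in RPMI 1640/0.5% Albumax were exposed to compound for 48 hours at 37 C, 5% CO2; growth read as luminescence.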
Shiga inhibitor: inhibitors of Shiga toxin in Vero cells. Vero cells, Shiga toxin protein synthesis inhibition reporter. inhibition, % at 38.7 µM. actives 9.2% (n = 290,000); in the data active = inhibition mostly above about 28%, no sharp cut-off; inactive = mostly below about 43%; note: 0% is about no effect
* hit, by the source's call; u = inconclusive; x = not tested or not shown; & = joins results of further samples; [ ] = another dose, or the depositor's remark. Unless noted, calls come from the whole dose curve; as a rule, active = well fitted curve in the direction sought with a large enough effect; inconclusive = small, poorly fitted or top-dose-only effect, or another doubt; inactive = no such curve, though single readings can be large; an effect the other way counts as inactive or inconclusive.

Order of results: AMA1-RON2 inh | Tb PYK inh | LmPK inhibitor | Pf growth 96h | CHX counter | Pf growth 48h | Shiga inhibitor
> CC1(C)CC(CCNC(=O)c2ccc(-n3cnnn3)cc2)CC(C)(C)N1
    4% | 0% | 0% | u | -2 | 9% | 5
> Brc1cccc(OCCCN2CCCCCC2)c1
    -8% | -12% | -2% | 0% | -1 | u | 9
> CCNC(=O)NC(=O)COC(=O)CCCc1nc2ccccc2s1
    -17% | 2% | 0% | -26% | 9 | 19% | 3
> CC(C)Sc1nc(N)nc(-c2cccs2)c1C#N
    13% | 6% | 4% | 52%[activator] | 33* | 71%[activator] | 105*
> CCN(CC(=O)NC(=O)Nc1ccccc1F)Cc1ccccc1
    18% | 0% | x | 0% | x | 11% | x
> COC(=O)Cn1c(CN2CCC(Cc3ccccc3)CC2)nc2c1c(=O)n(C)c(=O)n2C
    13% | -8% | 8% | 34%[activator] | -1 | u | -13
> O=C(NCCNS(=O)(=O)c1ccc(Cl)cc1)c1cc(OCC(F)(F)F)ccc1OCC(F)(F)F
    u | 3% | 1% | -60% | -3 | -20% | -10
> CCOC(=O)CSc1nnc(CNC(=O)c2cccs2)n1-c1cccc(C)c1
    -1% | -15% | 0% | 35%[activator] | -3 | -2% | -5
> COc1ccc(C2c3[nH]c4ccccc4c3CCN2C(=O)Cc2nonc2C)c(F)c1 (centres undefined)
    -11% | 2% | 6% | u | 37* | 10µM* | 109*
> O=C(c1ccc(Cl)c(S(=O)(=O)N2CCCCCC2)c1)N1CCCCC1
    7% | -6% | 1% | 6% | 17* | u | 39*
> COc1ccc(C(=O)N(CC(=O)Nc2sc(C)c(C)c2C(N)=O)C2CCCC2)cc1
    -7% | 3% | 0% | -3% | 23* | u | 33
> N#CCSc1ncccc1-c1nc2ccccc2[nH]1
    0% | 4% | 0% | -22% | 17 | u | 30*
> COC(=O)CCC(=O)N(CCN(C(=O)CCC(=O)OC)c1ccccc1)c1ccccc1
    -2% | -18% | 0%[11.5 µM] | u | -5 | -2% | -3
> Cn1cccc1Cc1nnc(SCC(=O)Nc2ccc3c(c2)OCCO3)n1CCc1ccccc1
    -16% | -14% | 14% | 12µM* | 5 | x | -4
> O=C1c2ccccc2C(=O)N1CSc1nnnn1-c1ccccc1
    -1% | 5% | 2% | -9% | -3 | -3% | -7
> CC(C)CN(C(=O)CSc1ccc2c(c1)OCCO2)c1c(N)n(CC(C)C)c(=O)[nH]c1=O
    1% | -6% | x | u | x | u | x
> CCOc1cc(CNCc2ccncc2)cc(Cl)c1OC
    -4% | -7% | -1% | 29% | -1 | 6% | -7
> CC12CCCCC1c1ccccc1C(=NCC(=O)O)N2 (centres undefined)
    -12% | x | -11% | u | -3 | 8% | -5
> Cc1ccc(C(=O)OCn2nnc3ccccc3c2=O)cc1[N+](=O)[O-]
    2% | 0% | 11%[11.5 µM] | 2.6µM* | 8 | 14% | -10
> Cc1nc2ccc(NC(=O)COc3ccccc3[N+](=O)[O-])cc2s1
    -11% | -1% | 2% | 25% | 16 | 3% | 29
> NC(=O)CCCCC(=O)OCCCc1cccs1
    -16% | -11% | 3% | 4.7µM* | -2 | -6% | -8
> Cc1[nH]c(=O)[nH]c(=O)c1NC(=O)c1sc2nc3c(C)cccc3cc2c1N
    -12% | -2% | -7% | 4.7µM* | -4 | 10% | -3
> O=C(Nc1nnc(CCN2CCCCC2)s1)c1ccc(Br)cc1
    18% | -3% | 2% | -21% | 7 | 15% | 11
> COc1ccc(NC(=O)C2CCCN(S(=O)(=O)c3cccc4cccnc34)C2)cc1 (centres undefined)
    7% | -3% | 11% | 64%[activator] | -1 | x | -2
> CC(=O)NCCn1c(SCc2ccccc2F)nc2ccccc2c1=O
    -5% | 12% | 3% | u | -4 | -4% | -18
> Cc1ccc(-n2nnnc2-c2cnn(-c3ccc(F)cc3)c2C(F)(F)F)cc1
    -15% | -1% | 6% | u | 4 | u | -4
> Cc1ccc(OC(=S)Nc2ccc(O)cc2)cc1
    -3% | -3% | 2% | -4% | 3 | -11% | 0
> CC(C)c1ccccc1NC(=O)COC(=O)c1cc(=O)[nH]c(=O)[nH]1
    -6% | 4% | -2% | 15% | 2 | 9% | -6
> COc1ccccc1NS(=O)(=O)c1cccc(C(=O)NCC2(N(C)C)CCCCC2)c1
    84%[activator] | -15% | x | u | x | -27% | x
> Cc1ccc2oc(=O)c3cnn(CC(=O)N(CCN(C)C)Cc4ccco4)c3c2c1
    3% | 4% | 5% | -40% | -4 | x | -18
> CC(C)(C)c1ccc(C(=O)NCCNC(=O)c2ccco2)cc1
    -1% | 1% | -1% | -35% | 2 | 5% | 28
> CCN(/C(N)=N/c1nc(C)cc(C)n1)c1ccccc1
    69%[activator] | 3% | 0% | -4% | 13* | 9% | 20
> Cc1ccc(NC(=O)Nc2ccc(Cl)cn2)cc1
    15% | -3% | -2% | -18% | 39* | 102%[activator] | 44*
> CCOc1ccccc1CN1CCNC(=O)C1CC(=O)NC1CCCCCC1 (centres undefined)
    1% | -7% | 0% | u | 5 | 1% | -11
> CC(Nc1nc(-c2ccccc2)nc2ccccc12)c1ccccc1 (centres undefined)
    -4% | 2% | 2% | 0% | -2 | u | -12
> CCC(N=c1cc(-c2ccc(OC)cc2)oc2ccc(C)cc12)C(=O)O (centres undefined)
    -10% | -4% | 2% | 227%[activator] | 82* | 110%[activator] | 77*
> c1ccc(OCc2noc(CN3CC[C@@H]4CCCC[C@H]4C3)n2)cc1
    10% | 4% | 1% | 13µM* | -3 | 18% | -4
> COc1ccc(NC(=O)CSc2nc3nc(C)cc(C)n3n2)cc1
    7% | -10%&4% | -3% | 19% | -2 | 14% | 4
> O=C(NN/C(=N/S(=O)(=O)c1ccc(Cl)cc1)c1ccccc1)c1cccc(Cl)c1
    58%[activator] | 0% | -4% | 10% | 31* | 273%[activator] | 81*
> COc1ccc(NC(=O)CN(C)C(=O)/C=C/c2cn(-c3ccccc3)nc2-c2ccc(C)cc2)cc1
    -10% | -1% | x | 13µM* | x | 9.3µM* | x
> CCOc1ccc(CN(C)CC(=O)NCc2ccc(F)cc2)cc1
    -2% | -2% | 5% | 12% | 4 | -1% | -11
> COc1cc(C(=O)NCCCN(C)C)ccc1OCC(=O)Nc1cccc(C(F)(F)F)c1
    10% | 0% | 6% | 0% | -2 | u | -7
> CCC(Cc1ccccc1)NC(=O)C1CC1 (centres undefined)
    -5% | -6% | -6% | u | -3 | -29% | -11
> O=C(CSc1ccc2nnc(CCNC(=O)c3ccccc3)n2n1)NCc1ccc(F)cc1
    -11% | 11% | 2% | -9% | -2 | u | 2
> COc1ccc(CC(=O)Nc2ccc(NC(=O)c3ccc(Br)cc3)cc2)cc1OC
    0% | -4% | -2% | 5% | 1 | 46%[activator] | x
> COc1cc(/C=C(\C#N)c2ccccn2)ccc1OCC(=O)Nc1c(Cl)cccc1Cl
    0% | 3% | 2% | -13% | -1 | -26% | 9
> Cc1nnc(Sc2nc3c(c(=O)[nH]c(=O)n3C)n2CCc2ccccc2)s1
    -2% | -3% | -7% | 4% | -5 | 7% | 1
> COc1ccc(NC(=O)CCn2nnc(-c3ccc(C)cc3)n2)cc1OC
    -14% | 0% | 5% | u | -2 | 4% | -3
> COCc1cnc(C)nc1N
    -4% | -3% | 7% | 10% | 8 | 14% | 2
> COc1ccc(NC(=O)CN2c3cccc4cccc(c34)S2(=O)=O)cc1
    -13% | 5% | 1% | u | 2 | u | -12

Next structures.
Order of results: AMA1-RON2 inh | Tb PYK inh | LmPK inhibitor | Pf growth 96h | CHX counter | Pf growth 48h | Shiga inhibitor
> N/C(=N/O)C(c1ccccc1)c1ccccc1
    18% | -7% | -13% | u | 11 | u | 22
> Cc1cccc2nc3c(nc12)CCCC3
    -8% | 2% | 10% | 21% | -2 | 4% | -15
> COc1ccc(NC(=O)C(c2ccc(OC)cc2)N(C)C(=O)CNC(C)=O)cc1 (centres undefined)
    4% | -7% | 1% | -20% | 10 | 35%[activator] | 23
> Cc1ccc(CNC(=O)CN(C(=O)C2(C)CC(=O)N=C3C=CC=CN32)c2ccccc2)cc1 (centres undefined)
    -4% | 3% | -1% | 0% | -3 | 17% | -6
> O=S(=O)(NCc1csc(-c2ccccc2)n1)c1ccc(Cl)s1
    10% | 0% | 2% | u | 5 | -16% | -6
> O=C(NCc1ccccc1Cl)c1ccc(CS(=O)(=O)c2ccccc2)o1
    -2% | 1% | 7% | -2% | -2 | -11% | -2
> CCOC(=O)N1CCN(C(=O)CN(c2ccc(C)cc2)S(=O)(=O)c2c(C)noc2C)CC1
    0% | -7% | 0% | u | 1 | -10% | -2
> CCCN(CC(=O)Nc1ccccc1C)C(=O)c1ccc2[nH]c3c(c2c1)CC(C)CC3 (centres undefined)
    -23% | 0% | x | 13µM* | x | 10µM* | x
> Cc1nn(-c2ccc([N+](=O)[O-])cc2)c(N)c1-c1ccccc1
    -21% | 3% | 2% | u | 38* | 253%[activator] | 87*

Rewritten as tab-separated lines: part of the list above
canonical_smiles	AMA1-RON2 inh	Tb PYK inh	LmPK inhibitor	Pf growth 96h	CHX counter	Pf growth 48h	Shiga inhibitor
Cc1nnc(Sc2nc3c(c(=O)[nH]c(=O)n3C)n2CCc2ccccc2)s1	-2%	-3%	-7%	4%	-5	7%	1
COc1ccc(NC(=O)CCn2nnc(-c3ccc(C)cc3)n2)cc1OC	-14%	0%	5%	u	-2	4%	-3
COCc1cnc(C)nc1N	-4%	-3%	7%	10%	8	14%	2
COc1ccc(NC(=O)CN2c3cccc4cccc(c34)S2(=O)=O)cc1	-13%	5%	1%	u	2	u	-12
N/C(=N/O)C(c1ccccc1)c1ccccc1	18%	-7%	-13%	u	11	u	22
Cc1cccc2nc3c(nc12)CCCC3	-8%	2%	10%	21%	-2	4%	-15
COc1ccc(NC(=O)C(c2ccc(OC)cc2)N(C)C(=O)CNC(C)=O)cc1 (centres undefined)	4%	-7%	1%	-20%	10	35%[activator]	23
Cc1ccc(CNC(=O)CN(C(=O)C2(C)CC(=O)N=C3C=CC=CN32)c2ccccc2)cc1 (centres undefined)	-4%	3%	-1%	0%	-3	17%	-6
O=S(=O)(NCc1csc(-c2ccccc2)n1)c1ccc(Cl)s1	10%	0%	2%	u	5	-16%	-6
O=C(NCc1ccccc1Cl)c1ccc(CS(=O)(=O)c2ccccc2)o1	-2%	1%	7%	-2%	-2	-11%	-2
